Compound activity (PubChem BioAssay)
UHRF1 MBD2 ctr: UHRF1 methylated DNA binding inhibitors, primary screen, counter-screen for MBD2 inhibitor project, biochemical, TR-FRET, human UHRF1, single concentration; UHRF1 binding to methylated oligo; E3 ubiquitin-protein ligase UHRF1 (Homo sapiens), Q96T88; AID 687016, 2013; inhibition, % at 4.4 µM; actives 0.75% (n = 370,000); in the data active means inhibition above about 21%;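 further: UHRF1 SRA domain binding a hemimethylated CpG hairpin DNA probe; 0% = median of test compound wells and 100% = reference inhibitor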
PRMT1 inh: PRMT1 methyltransferase inhibitors, primary screen, biochemical, fluorescence polarization. Protein arginine N-methyltransferase 1 (Homo sapiens), Q99873. recombinant PRMT1, activity-based probe fluorescence polarization. inhibition, % at 2.79 µM. actives 1.3% (n = 370,000). AID 652257, 2013;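 active means inhibition above about 21% made by adding two undisclosed values, limit read from the data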
MBD2 DNA inh: inhibitors of MBD2 binding to methylated DNA, primary screen, biochemical, TR-FRET, DNA-binding domain, human | MBD2 binding to methylated oligonucleotide | inhibition, % at 4.4 µM | actives 0.31% (n = 370,000) | AID 686964, 2013; in the data active means inhibition above about 13%
ABHD4 inh: ABHD4 inhibitors, primary screen, biochemical, fluorescence polarization, mouse | actives 0.54% (n = 370,000) | (Lyso)-N-acylphosphatidylethanolamine lipase (Mus musculus), Q8VD66 | inhibition, % at 8.92 µM | purified mABHD4, FP-Rh probe fluorescence polarization | AID 720543, 2013;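 active means inhibition exceeding the mean over every tested compound plus 3 SD, cut at about 30% in these data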;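 further: 0% = plate median of compound wells and 100% = S159A mutant with DMSO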
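Assay system: mouse ABHD4 enzyme, wild type / Also added: fluorescent activity-based probe FP-Rh / Doses: single nominal dose of 8.92 µM, 0.89% DMSO final / Timing: 45 min compound pre-incubation plus 60 min probe step, 25 °C / Signal: FP readout, ex 525 nm / em 598 nm / Control set: S159A mutant/DMSO as 100%, compound-well median as 0%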
HTRA1 inh: HTRA1 serine protease inhibitors, primary screen, biochemical, fluorescence polarization, HTS; recombinant HTRA1, FP-rhodamine activity-based probe; inhibition, % at 5.96 µM; Q92743; actives 0.5% (n = 340,000); in the data active means inhibition above about 36%;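 further: 0% = enzyme with DMSO and 100% = wells lacking enzyme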
Target sequence (Q92743 whole entry, looked up): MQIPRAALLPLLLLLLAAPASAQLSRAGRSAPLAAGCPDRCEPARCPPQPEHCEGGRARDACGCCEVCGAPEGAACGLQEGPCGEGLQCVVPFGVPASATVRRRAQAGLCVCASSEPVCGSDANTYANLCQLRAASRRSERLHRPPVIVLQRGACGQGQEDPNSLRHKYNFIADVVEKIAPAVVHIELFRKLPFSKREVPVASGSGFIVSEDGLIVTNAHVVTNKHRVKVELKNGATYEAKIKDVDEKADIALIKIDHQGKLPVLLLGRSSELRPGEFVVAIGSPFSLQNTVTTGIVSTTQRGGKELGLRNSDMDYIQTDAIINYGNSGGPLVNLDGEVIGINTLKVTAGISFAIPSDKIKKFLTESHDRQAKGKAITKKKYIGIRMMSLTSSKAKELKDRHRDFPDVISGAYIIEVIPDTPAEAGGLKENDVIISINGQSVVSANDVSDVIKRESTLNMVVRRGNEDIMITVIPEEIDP
GC-B act: human GC-B receptor activators, primary screen, HEK293 GC-B cells, cGMP TR-FRET, EC30 CNP; Atrial natriuretic peptide receptor 2 (Homo sapiens), P20594; 0% at EC30 CNP, 100% saturating CNP; activation, % at 10 µM; actives 0.11% (n = 370,000); AID 1920062, 2024;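 active means activation at 10 µM reaching about 35% in either raw or pattern-adjusted values, limit read from the data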
SIAE inh: human SIAE inhibitors, primary screen, biochemical, fluorescence polarization, FP-Rh probe, 1536-well HTS; AID 1053197, 2014; Sialate O-acetylesterase (Homo sapiens), Q9HAT2; inhibition, % at 9.66 µM; actives 0.69% (n = 370,000); SIAE FP-Rh probe binding;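 active means inhibition above a cutoff: mean of compounds within the control limits plus 3 SD of those, cut at about 17% in these data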;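 further: 0% = plate median of compound wells and 100% = probe without SIAE protein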
Target sequence (Q9HAT2 whole entry, looked up): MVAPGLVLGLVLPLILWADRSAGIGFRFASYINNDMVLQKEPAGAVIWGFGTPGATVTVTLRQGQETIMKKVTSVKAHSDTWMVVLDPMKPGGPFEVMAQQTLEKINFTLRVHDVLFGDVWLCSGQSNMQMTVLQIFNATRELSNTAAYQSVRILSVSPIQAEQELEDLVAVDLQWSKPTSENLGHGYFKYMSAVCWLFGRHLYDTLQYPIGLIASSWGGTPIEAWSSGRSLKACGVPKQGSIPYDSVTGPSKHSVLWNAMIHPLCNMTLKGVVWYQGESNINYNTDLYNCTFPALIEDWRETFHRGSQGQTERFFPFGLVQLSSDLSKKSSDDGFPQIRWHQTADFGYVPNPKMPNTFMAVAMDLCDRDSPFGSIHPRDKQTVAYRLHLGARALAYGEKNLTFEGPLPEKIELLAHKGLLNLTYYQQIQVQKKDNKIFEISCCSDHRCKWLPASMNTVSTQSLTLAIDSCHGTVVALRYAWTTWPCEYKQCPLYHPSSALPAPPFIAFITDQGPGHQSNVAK
NPR1 activator: GC-A stimulated cGMP production enhancers – HEK293 GC-A cells, cGMP TR-FRET, EC30 ANP, primary screen. actives 0.14% (n = 370,000). activation, % at 10 µM. 0% at EC30 ANP, 100% saturating ANP. Atrial natriuretic peptide receptor 1 (Homo sapiens), P16066; in the data active means activation above about 40%
TCR CD3 inh: inhibitors of human TCR-CD3 interaction, primary screen, biochemical, fluorescence, TAMRA-labeled TCR probe | T-cell receptor (TCR) | AID 651800, 2012 | inhibition, % at 9.4 µM | actives 0.37% (n = 360,000); in the data active means inhibition above about 19%;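 further: recombinant mutant TCR 2C K166C tagged with TAMRA read by polarization; 0% = receptor in buffer alone and 100% = receptor with positive control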
rCAG RNA binder: binders of r(CAG) RNA repeats, primary screen, biochemical, fluorescence | r(CAG) RNA repeat, TO-PRO-1 dye displacement fluorescence | inhibition, % at 3 µM | actives 1.3% (n = 370,000);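 active means inhibition above the plate cutoff, the mean of all test compounds on that plate plus 3 SD, cut at about 35% in these data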;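 further: 0% = DMSO alone and 100% = 100 µM mitoxantrone as full dye displacement; higher means more dye released from RNA so lower well fluorescence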
An asterisk follows results filed as active; . = no result given.

SMILES	UHRF1 MBD2 ctr	PRMT1 inh	MBD2 DNA inh	ABHD4 inh	HTRA1 inh	GC-B act	SIAE inh	NPR1 activator	TCR CD3 inh	rCAG RNA binder
Cc1cnc(C2OCCO2)c2cccc([N+](=O)[O-])c12	1	5	-2	2	7	-1	4	-3	-5	2
O=C(c1cccc(N2C(=O)C3C4C=CC(C4)C3C2=O)c1)N1CCN(c2ccc(F)cc2)CC1 (stereo unspecified)	3	-3	2	-4	2	-1	3	-1	-6	-5
NNc1nc(-c2ccccc2Cl)nc2sc3c(c12)CCCC3	0	16	-1	-2	-16	0	2	3	3	-1
CCOC(=O)C(C)(C)CC#CCN(CC#Cc1ccccc1)S(=O)(=O)c1ccc(C)cc1	-2	2	-4	5	.	9	-1	2	6	9
CCCNS(=O)(=O)c1cc(Br)cc2c1N(C(=O)CC)CC2	1	-2	2	1	2	2	-8	-2	2	-3
CCCc1cc(=O)oc2cc(OCC(=O)NCC(O)c3ccccc3)ccc12 (stereo unspecified)	0	-1	-5	-1	3	-10	-5	-12	-7	2
C#CCNC(=O)C[C@@H]1C[C@@]2(C(=O)OCC)CCCC=C2N(Cc2ccccc2)C1=O	-1	-4	4	-2	.	5	0	-3	1	4
Cc1ccc[n+](CC(=O)Nc2cc(C(F)(F)F)ccc2N2CCOCC2)c1	0	-1	-3	3	-7	4	0	2	5	-5
Cc1cccc(CC(=O)NCC(=O)NCc2cc(=O)n(C)c(=O)n2C)c1	7	8	8	-4	9	3	-1	0	0	1
CC1=CS/C(=C(/C#N)C(=O)NCc2ccco2)N1c1ccccc1	1	6	2	6	5	10	5	2	0	2
O=C1CC(c2ccco2)CC(O)=C1C=Nc1cc(Cl)ccc1Cl (stereo unspecified)	24*	8	0	15	7	3	0	3	7	15
O=C(NCc1cc(Cl)cc(Cl)c1)c1csc(COCCO)n1	5	-1	-2	-6	.	3	0	-1	-12	0

Look-ups from above.
`NNc1nc(-c2ccccc2Cl)nc2sc3c(c12)CCCC3` – PRMT1 inh: 16
`CC1=CS/C(=C(/C#N)C(=O)NCc2ccco2)N1c1ccccc1` – SIAE inh: 5
`CCOC(=O)C(C)(C)CC#CCN(CC#Cc1ccccc1)S(=O)(=O)c1ccc(C)cc1` – ABHD4 inh: 5

New compounds follow.
SMILES	UHRF1 MBD2 ctr	PRMT1 inh	MBD2 DNA inh	ABHD4 inh	HTRA1 inh	GC-B act	SIAE inh	NPR1 activator	TCR CD3 inh	rCAG RNA binder
Cn1cc(CN2CCCCC2c2ccccn2)c(-c2ccc3c(c2)OCCO3)n1 (stereo unspecified)	12	0	6	-3	0	3	-4	2	7	-4
CCO[C@@H]1OC(C(=O)NCc2ccccc2)=C[C@H](C2CC2)[C@H]1CCCO	4	2	0	8	0	4	1	1	0	-3
Cn1c(=O)n(C)c2cc(NC(=O)COc3ccccc3)ccc21	0	-2	6	3	-1	4	-3	-3	-3	-3
CCOc1ccc(C(=O)NCC(=O)NCC2CCCCC2)cc1OCC	-3	-2	-2	2	3	-3	1	-1	4	-5
CCOC(=O)c1c(C)[nH]c(C)c1C(=O)CSc1nc(N)cc(N)n1	0	7	-4	12	-6	-2	5	1	0	4
CCOC(=O)C1=CN(Cc2ccc(Br)cc2)S(=O)(=O)N(C)C1C (stereo unspecified)	-2	-2	5	-14	-6	-3	-4	1	1	-2
COCC(C)n1c(C)cc(C(=O)COc2ccc(N(C)S(=O)(=O)c3ccc(NC(C)=O)cc3)cc2)c1C (stereo unspecified)	0	-1	5	-2	-13	-4	-3	0	-4	-1
CCOc1ccc(CCNC(=O)C2CC(=O)N(CCc3ccccc3)C2)cc1OCC (stereo unspecified)	0	-2	-2	-8	3	-2	-7	1	6	-6
CCc1ccc(-c2nc(CCl)cs2)cc1	-3	0	2	0	1	-2	2	-1	7	1
COc1ccc(-c2cc3nc(NCCCN(C)C)n(C)c(=O)c3s2)c(C)c1	2	-1	-4	5	.	-6	0	4	-4	5
Cc1cccc(C)c1N1C(=O)[C@@H]2C(c3ccccc3Cl)=NO[C@@H]2C1=O	2	6	-4	-3	12	1	-5	3	-11	-3
CC(C)Cn1c(N)c(C(=O)COC(=O)CN2C(=O)C3CC=CCC3C2=O)c(=O)n(C)c1=O (stereo unspecified)	-1	1	-3	-3	-1	-6	3	0	-3	-4

Entries of single compounds as entered above:
CCO[C@@H]1OC(C(=O)NCc2ccccc2)=C[C@H](C2CC2)[C@H]1CCCO reads UHRF1 MBD2 ctr: 4; PRMT1 inh: 2; MBD2 DNA inh: 0; ABHD4 inh: 8; HTRA1 inh: 0; GC-B act: 4; SIAE inh: 1; NPR1 activator: 1; TCR CD3 inh: 0; rCAG RNA binder: -3
CCc1ccc(-c2nc(CCl)cs2)cc1 reads UHRF1 MBD2 ctr: -3; PRMT1 inh: 0; MBD2 DNA inh: 2; ABHD4 inh: 0; HTRA1 inh: 1; GC-B act: -2; SIAE inh: 2; NPR1 activator: -1; TCR CD3 inh: 7; rCAG RNA binder: 1

More records:
SMILES	UHRF1 MBD2 ctr	PRMT1 inh	MBD2 DNA inh	ABHD4 inh	HTRA1 inh	GC-B act	SIAE inh	NPR1 activator	TCR CD3 inh	rCAG RNA binder
COc1ccc(-c2noc(-c3ccccc3C(=O)Nc3cccc(OC)c3)n2)cc1	-2	5	-3	-56	-13	-4	-54	-1	3	5
O=C(CN1C(=O)c2ccccc2S1(=O)=O)c1ccc(Cl)cc1Cl	4	5	-4	-2	-2	0	4	12	-3	6
COc1ccc(CCNC(=O)CSc2ccsc2[N+](=O)[O-])c(OC)c1	-4	0	-9	8	0	-10	1	-1	-1	12
CCOc1cc2c(cc1OCC)C(c1ccc(C(=O)O)cc1)NCC2 (stereo unspecified)	1	1	0	2	6	-1	7	0	-2	-1
COc1ccc(S(=O)(=O)N2CCCC(C(=O)N3CCCC3)C2)cc1OC (stereo unspecified)	-1	-1	-5	1	-5	5	-2	2	7	-4
CCOc1ccc(-c2[nH]ncc2-c2ccc(OC)c(OC)c2)c(O)c1	-1	0	-6	-3	0	-3	0	-4	-2	-2
CC1(C(=O)NS(=O)(=O)c2cccc(Cl)c2)CCN1C(=O)C1(c2ccccc2)CC1 (stereo unspecified)	-3	3	-7	6	.	-1	3	1	6	9
O=C(c1ccc2c(c1)OCCO2)N1CCN(S(=O)(=O)c2c(F)cccc2F)CC1	-2	-3	-3	4	5	-6	-5	1	-6	-6
COc1ccc(/C=C(\C#N)C(=O)NCC2CCCO2)cc1OC (stereo unspecified)	2	3	-1	3	17	-4	1	4	-6	-2
Cc1cc(OCC(=O)NNC(=O)c2cccs2)ccc1Br	-2	0	-5	-1	-2	4	-2	2	-2	1
CCC1S/C(=N/N=C/c2cccs2)NC1=O (stereo unspecified)	0	1	1	11	-2	-1	4	1	-3	-1
COC(=O)c1c(-c2ccc(S(C)(=O)=O)cc2)sc2ccc(OC)cc12	-6	-3	-4	1	-12	2	-8	4	3	-7
C=CCN1C(=O)[C@@H](CC(=O)NCCCCc2ccccc2)[C@]2(C(=O)OC)CCCCC=C12	0	4	-2	-1	.	5	4	0	.	0
CCOC(=O)C(Cc1c(F)cccc1F)(NC(C)=O)C(=O)OCC	1	0	0	0	4	-6	-2	1	-3	-1
CC1CN(C(C)C)C(=S)N(c2ccccc2)C1=O (stereo unspecified)	0	-6	-5	-2	5	0	-5	0	3	1
COc1ccc(NC(=S)N2CCN(c3ccccc3)CC2)c(OC)c1	0	1	2	-5	5	0	0	6	-4	-3
Cc1cccc(CS(=O)(=O)Cc2ccc(C(=O)NCCCN3CCOCC3)o2)c1	1	-2	2	1	4	3	0	-2	8	-4
CCS(=O)(=O)c1ccc(OC)c(N=Nc2ccc(O)c3ncccc23)c1	-10	-2	-2	21	45*	-6	4	2	3	5
CCOC(=O)N1CCN(C(=O)C2CCN(C(=O)c3ccc(C(C)(C)C)cc3)CC2)CC1	15	5	5	-7	-4	-2	9	3	-6	-4
Cc1ccc([N+](=O)[O-])cc1S(=O)(=O)Nc1cccc(-c2ccc(N3CCCC3)nn2)c1	-1	-3	-6	-20	-16	-1	2	-10	-10	32
NC(=O)c1ccc(NC(=O)CN2CCN(S(=O)(=O)c3ccc4c(c3)OCCO4)CC2)cc1	1	6	9	-12	-7	0	-4	-1	-8	5
O=C(CCCN1C(=O)/C(=C/c2ccccc2Cl)SC1=S)Nc1cccnc1	3	0	1	-12	-18	-5	-10	-9	1	1
COc1ccc(Cc2nn[nH]n2)cc1	1	1	8	4	6	1	7	-2	-3	0
O=C(NCC(c1cccs1)N1CCOCC1)c1cc2ccccc2o1 (stereo unspecified)	-2	0	2	0	0	4	10	4	9	-5

Some of the entries above in a different format:
O=C(CCCN1C(=O)/C(=C/c2ccccc2Cl)SC1=S)Nc1cccnc1
- UHRF1 MBD2 ctr: 3
- PRMT1 inh: 0
- MBD2 DNA inh: 1
- ABHD4 inh: -12
- HTRA1 inh: -18
- GC-B act: -5
- SIAE inh: -10
- NPR1 activator: -9
- TCR CD3 inh: 1
- rCAG RNA binder: 1

CCOC(=O)C(Cc1c(F)cccc1F)(NC(C)=O)C(=O)OCC
- UHRF1 MBD2 ctr: 1
- PRMT1 inh: 0
- MBD2 DNA inh: 0
- ABHD4 inh: 0
- HTRA1 inh: 4
- GC-B act: -6
- SIAE inh: -2
- NPR1 activator: 1
- TCR CD3 inh: -3
- rCAG RNA binder: -1

O=C(NCC(c1cccs1)N1CCOCC1)c1cc2ccccc2o1 (stereo unspecified)
- UHRF1 MBD2 ctr: -2
- PRMT1 inh: 0
- MBD2 DNA inh: 2
- ABHD4 inh: 0
- HTRA1 inh: 0
- GC-B act: 4
- SIAE inh: 10
- NPR1 activator: 4
- TCR CD3 inh: 9
- rCAG RNA binder: -5

COc1ccc(Cc2nn[nH]n2)cc1
- UHRF1 MBD2 ctr: 1
- PRMT1 inh: 1
- MBD2 DNA inh: 8
- ABHD4 inh: 4
- HTRA1 inh: 6
- GC-B act: 1
- SIAE inh: 7
- NPR1 activator: -2
- TCR CD3 inh: -3
- rCAG RNA binder: 0

Remaining list, next part.
SMILES	UHRF1 MBD2 ctr	PRMT1 inh	MBD2 DNA inh	ABHD4 inh	HTRA1 inh	GC-B act	SIAE inh	NPR1 activator	TCR CD3 inh	rCAG RNA binder
COc1ccc(OC(C)C(=O)NCC2CCCO2)cc1 (stereo unspecified)	-1	3	0	-6	-2	0	2	3	8	0
Cc1c(NS(=O)(=O)c2cc(C(=O)NCc3ccco3)cc(Cl)c2Cl)c(=O)n(-c2ccccc2)n1C	-1	3	4	2	-16	-1	0	2	5	16
CCC(CC)C(=O)Nc1cc(C)cc(C)c1	6	-3	-2	-5	3	-3	-2	-2	12	-4
CC(=O)c1ccccc1NC(=O)COC(=O)/C=C/c1cccs1	-2	1	-2	-1	-2	4	-5	0	-5	0

Some of the compounds tested; count on the stated rates, not on these rows.
